High-throughput results: PubChem, National Center for Advancing Translational Sciences (NCATS)
ERK EGF inh – EGF-driven ERK pathway inhibition | HEK293-V1b, EGF-stimulated phospho-ERK AlphaScreen | Potency, µM (series often up to 11.5 µM), for inactives: at the highest dose activity change, negative = inhibition, hits mostly inhibitors | 0.41% of 130,000 active | AID 1454; active = well fitted inhibition curve with a large enough effect; inconclusive = small, poorly fitted or top-dose-only effect, or effect the other way;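 also: plate controls were stimulated vehicle wells for no effect and unstimulated vehicle basal for full effect; nearly all actives have a fitted effect of over 55% in size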
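Stably V1b-transfected HEK293 cells; 30 min compound, then EGF 25 nM final for 5 min at 37C; 10 min lysis; phospho-ERK by AlphaScreen after 5 hr beads at room temperature.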
Starred values were filed as active, the others as inactive; ? = inconclusive; & = joins results of further samples; [ ] = another dose, or the depositor's remark. Potency is read from the fitted curve at half-maximal effect. The list is partial. The share of hits here may be higher or lower than overall.

SMILES	ERK EGF inh
O=C(CNC(=O)OCc1ccccc1)Nc1ccc(Br)cc1C(=O)c1ccccc1Cl	11.0%
CC(C)CN1CCC2(CC1)CCN(S(C)(=O)=O)CC2	-19.0%
COc1cc(C[C@@H](C)N)c(OC)cc1I	13.6%
C[C@]12CCC(=O)C(O)=C1CC[C@@H]1[C@@H]2CC[C@]2(C)C(=O)CC[C@@H]12	-11.6%[57.5 µM]
C[C@@H]1C[C@@H]([C@H](O)CC2CC(=O)NC(=O)C2)C(=O)[C@@H](C)C1	-0.1%
O=C(Nc1cccc(F)c1)N1CCC2(CC1)CCN(C(=O)Oc1ccccc1)CC2	-5.2%
O=C(c1ccco1)C12CN3CN(CN(C3)C1)C2	5.6%
COC1=C[C@H]2[C@H]3Cc4ccc(OC)c(O)c4[C@@]2(CCN3C)CC1=O	-10.3%
OCC1CCCN2CCCCC12 (configuration not stated)	4.0%
Nc1cc(N2CCNCC2)ccc1[N+](=O)[O-]	-2.6%
CCNC(=O)[C@@H]1O[C@@H](n2cnc3c(N)ncnc32)[C@H](O)[C@H]1O	-13.6%
CCOc1cc(C=C2C(=O)NC(=O)NC2=O)cc([N+](=O)[O-])c1O	-6.6%
CCCCCn1c(=O)c(C(=O)Nc2ccccc2S(N)(=O)=O)c(O)c2ccccc21	-1.2%
O=C(O)c1cccc2c1NC(c1cccc([N+](=O)[O-])c1)C1CC(Sc3ccccc3[N+](=O)[O-])C(Cl)C21 (configuration not stated)	0.4%
CCCCN1C(=O)/C(=C/c2ccc(N3CCCCCC3)cc2)C(=O)NC1=S	1.7%
Cc1cc([N+](=O)[O-])c(Cl)cc1NC(=O)C(C)C	2.8%
O=C(c1ccc(Cl)cc1)C1CCCN(Cc2cccc3ncccc23)C1 (configuration not stated)	?
CC1CCCCN1C(=O)c1ccc(N2CC3CC(C2)c2cccc(=O)n2C3)c([N+](=O)[O-])c1 (configuration not stated)	-5.7%
NC(Cc1ccccc1)Cc1ccccc1	6.7%
O=P(C(=Nc1ccc(Cl)cc1)N1CCOCC1)(N1CCOCC1)N1CCOCC1	6.2%
Cc1cccc(NC(=O)N[C@@H]2N=C(c3ccccc3)c3ccccc3N(CC(=O)c3ccccc3C)C2=O)c1	1.7%
C[C@]12CC[C@H]3[C@@H](CCC4C[C@H](O)CC[C@@]43C)[C@@H]1CC[C@@H]2O (some centres not stated)	4.8%
Cc1cccc(N2C(=O)NC(=O)/C(=C\C=C\c3ccco3)C2=O)c1	?
CCOC(=O)c1cc(CC)sc1/N=C/C1C(=O)NC(=S)NC1=O	0.9%
O=C1NC(=O)C(=Cc2ccc(-c3cc(Cl)ccc3[N+](=O)[O-])o2)C(=O)N1	2.8%
(listing goes on)
SMILES	ERK EGF inh
CC12CC(c3ccccc3O1)C(C(=O)OCc1ccccc1)C(=O)N2 (configuration not stated)	10.8%
CC(=O)Nc1ccc(C(c2c(O)c3ccccc3oc2=O)c2c(C)n(C)n(-c3ccccc3)c2=O)cc1 (configuration not stated)	1.5%
CCOC(=O)c1c(C)[nH]c(C(=O)C(C)N2CCCC2)c1C (configuration not stated)	-5.0%[57.5 µM]
CCn1c(O)c(C=Nc2cc(Cl)ccc2Cl)c(=O)n(CC)c1=O	-4.8%
O=C1NC(=O)N(c2ccccc2)C(=O)/C1=C\c1ccc([N+](=O)[O-])o1	-12.3%[57.5 µM]
Nc1ccc2nonc2c1[N+](=O)[O-]	-0.2%
Cc1ccccc1N1C(=O)NC(=O)/C(=C\c2ccc3c(c2)CCCN3Cc2ccccc2)C1=O	13.8%
C[C@H]1CC[C@H]2NCCN[C@H]2C1	-78.1%[57.5 µM]
O=C(/C=C/c1ccc2c(c1)OCO2)c1c(O)n(CCc2ccccc2)c(=O)[nH]c1=O	6.0%[57.5 µM]
COP(=S)(OC)SCN1C(=O)c2ccccc2C1=O	-9.4%[57.5 µM]
COc1cc2c(cc1OC)[C@@H]1C(=O)c3ccc(OC)c(CC=C(C)C)c3OC1CO2 (some centres not stated)	21.1%
CCCCOc1ccc(CCN)cc1Cl	-5.8%
Cc1cc(N2CCCC2)ccc1C=C(C#N)C#N	-1.8%
C[C@H](N)Cc1c[nH]c2ccc(OCc3cccs3)cc12	-1.7%
C=CCN1CC[C@@]23c4c5ccc(O)c4O[C@H]2/C(=N\N=C2/CC[C@@]4(O)[C@H]6Cc7ccc(O)c8c7[C@@]4(CCN6CC=C)[C@@H]2O8)CC[C@]3(O)[C@@H]1C5	-19.6%
CC(N)Cc1c[nH]c2ccc(OCc3cccs3)cc12 (configuration not stated)	14.5%
CC(C)OC(=O)Nc1ccc(N=C(N)N[N+](=O)[O-])cc1	-3.0%
COc1ccccc1Cn1c(SCC(=O)C(C)(C)C)nc2cc(C(=O)N3CCC4(CC3)OCCO4)ccc2c1=O	-5.0%
COc1ccc(OCC#CCN2CCCCCC2)cc1	2.0%
CCC(C)C(=O)c1c(O)c(C)c2oc3c(C)c(O)c(C(=O)C(C)CC)c(O)c3c2c1O (configuration not stated)	?
COc1cc2c(cc1OC)-c1c3c(cc4c1[C@@H](C2)N(C)CC4)OCO3	-1.4%
O=C1NC(=O)C(=Cc2coc3ccc(O)cc3c2=O)C(=O)N1	-5.5%[57.5 µM]
Cc1cccc(-n2c(/C=C/c3ccc([N+](=O)[O-])o3)nc3ccccc3c2=O)c1	22.5%
Cc1cccc(C)c1OP(N)(=O)Oc1c(C)cccc1C	10.6%[57.5 µM]
CCCc1c(C)nc(-c2ccc(C)cc2)nc1OC(=O)N(C)C	-4.0%[57.5 µM]
Other entries:
SMILES	ERK EGF inh
C[C@@]12CCC(=O)C[C@@H]1CC[C@@H]1[C@@H]2CC[C@]2(C)C(=O)CC[C@@H]12	25.0%
CC(=O)Nc1cc(C(=O)N2CCC3(CC2)OCCO3)ccc1Sc1ccc(F)cc1	28.0%
Clc1ccc2c(c1)C(c1ccccc1Cl)=NCc1nncn1-2	-2.8%
COc1ccccc1-n1c(-c2cccs2)nc2ccccc2c1=O	6.3%
CC1(C)C2([N+](=O)[O-])CNCC1([N+](=O)[O-])CNC2	-9.2%
CC(=O)N1N=C2C3CCN(CC3)C2C1c1cccc2ccccc12 (configuration not stated)	?
C[C@]12N[C@@H](Cc3ccccc31)c1ccccc12	-7.9%
CN1C(=O)CN=C(c2ccccc2)c2cc([N+](=O)[O-])ccc21	0.5%[57.5 µM]
COc1cc2c(cc1OC)[C@@H]1C(=O)c3ccc4oc(C(C)C)cc4c3OC1CO2 (some centres not stated)	14.5%
C[C@]12CCC(=O)C=C1CC[C@@H]1[C@@H]2CC[C@]2(C)C(=O)CC[C@@H]12	-0.2%[57.5 µM]
Cc1ccc(OCC(=O)N2CCN(Cc3ccc4c(c3)OCO4)CC2)cc1C	-6.6%
NC[C@H](CS(=O)(=O)O)c1ccc(Cl)cc1	-5.9%
O=c1c(C=Nc2cccnc2Cl)c(O)n(CCCCl)c(=O)n1C1CCCCC1	2.8%
COc1ccc(NC2=NC(C)(C)CS2)cc1	-10.7%
CNCCc1ccc(O)c(O)c1	16.5%
COC(=O)C1=Nc2ccccc2/C1=C\c1c(O)n(-c2ccc(Br)cc2)c(=O)[nH]c1=O	4.0%
CCN1c2nc3ccccn3c(=O)c2CC2(C(=O)N(C)C(=O)N(C)C2=O)C1C (configuration not stated)	3.3%
Cc1ccc(C)c(-n2c(C)nc3ccccc3c2=O)c1	-12.4%[57.5 µM]
O=S1(=O)CCN(CCc2c[nH]c3ccccc23)CC1	-9.0%
CCC(C)n1c(O)c(C=NC(C)c2ccccc2)c(=O)[nH]c1=S (configuration not stated)	1.5%[57.5 µM]
NC(N)=NOCCC(N)C(=O)O (configuration not stated)	-8.1%&-4.3%
O=C(CC[N+](=O)[O-])OCC1OC(O)C(OC(=O)CC[N+](=O)[O-])[C@@H](OC(=O)CC[N+](=O)[O-])C1OC(=O)CC[N+](=O)[O-] (some centres not stated)	16.2%
CP(=O)(O)C1=CCNCC1	2.0%
O=C(c1cc([N+](=O)[O-])ccc1N1CCNCC1)N1CCOCC1	-8.7%
O=C(O)CCn1cc(C=C2C(=O)NC(=S)NC2=O)c(-c2cc3ccccc3oc2=O)n1	-6.4%

A draw from above in order of molecular weight, ascending:
SMILES	ERK EGF inh
CP(=O)(O)C1=CCNCC1	2.0%
NC(N)=NOCCC(N)C(=O)O (configuration not stated)	-8.1%&-4.3%
CC1(C)C2([N+](=O)[O-])CNCC1([N+](=O)[O-])CNC2	-9.2%
CC(=O)N1N=C2C3CCN(CC3)C2C1c1cccc2ccccc12 (configuration not stated)	?
O=C(c1cc([N+](=O)[O-])ccc1N1CCNCC1)N1CCOCC1	-8.7%
O=C(O)CCn1cc(C=C2C(=O)NC(=S)NC2=O)c(-c2cc3ccccc3oc2=O)n1	-6.4%
O=C(CC[N+](=O)[O-])OCC1OC(O)C(OC(=O)CC[N+](=O)[O-])[C@@H](OC(=O)CC[N+](=O)[O-])C1OC(=O)CC[N+](=O)[O-] (some centres not stated)	16.2%

(continued)
SMILES	ERK EGF inh
CN1CCN(c2ccc([N+](=O)[O-])c(N3CCCCC3)c2)CC1	-1.3%
CCOP(=S)(NN(Cc1ccccc1)C(=O)c1ccccc1)OCC	-3.0%
Cc1cccc(N2C(=O)NC(=O)/C(=C\c3cnc(-c4ccccc4)nc3)C2=O)c1	14.2%
O=C(NC(=O)c1c(F)cccc1F)Nc1cc(Cl)c(OC(F)(F)C(F)C(F)(F)F)cc1Cl (configuration not stated)	9.6%
CN(C)C(=O)Oc1ccc(C(=O)c2ccccc2)cc1	-5.9%
COc1cccc(N2C(=O)NC(=O)/C(=C\c3ccc([N+](=O)[O-])s3)C2=O)c1	2.4%
CN1C(=O)C(=Cc2ccc(OCCN(C)c3ccccn3)cc2)C(=O)N(C)C1=O	2.5%
CCc1cccc(C)c1N(C(=O)CCl)C(C)COC (configuration not stated)	24.8%
CCOC(=O)C1=CC(=C2C(=O)N(CC)C(=S)N(CC)C2=O)c2ccccc2O1	0.5%[57.5 µM]
Cc1cc(/C=C2\C(=O)NC(=O)N(c3ccc(Cl)cc3)C2=O)c(C)n1-c1sc2c(c1C#N)CCCC2	-0.7%
CNS(=O)(=O)c1ccc(N=Cc2c(O)n(-c3ccccc3)c(=O)[nH]c2=O)cc1	0.2%
CCC[C@@](C)(COC(N)=O)COC(=O)NC(C)C	-9.3%[25.7 µM]
O=C(CN1CCCCC1)c1cccc(Br)c1	-1.8%
CCc1ccccc1N1C(=O)NC(=O)/C(=C\c2cc(C)n(C)c2C)C1=O	0.0%
CCC(=O)CC(c1ccccc1)c1c(O)c2ccccc2sc1=O (configuration not stated)	2.6%
CCNC(=O)NC(=O)C(C)OC(=O)c1c(C)nn(Cc2ccccc2Cl)c1Cl (configuration not stated)	1.1%
COP(=O)(OC)C(NS(=O)(=O)c1ccccc1)C(Cl)(Cl)Cl (configuration not stated)	6.6%
O=S1OCC2C(CO1)C1(Cl)C(Cl)=C(Cl)C2(Cl)C1(Cl)Cl (configuration not stated)	27.3%
CCN1C[C@]2(C)CC[C@H](O)[C@@]34C5C[C@@H]6[C@@H](OC)C[C@@](O)(C5[C@H]6O)[C@@H](CC23)[C@@H]14 (some centres not stated)	5.1%
COc1ccc(C)cc1NC(=O)c1c(C)nn(Cc2ccccc2)c1Cl	12.8%
Cc1cc(C(=O)NP(=O)(N2CCOCC2)N2CCOCC2)c(C)n1C1CC1	18.2%
C/C=C(/C)C(=O)OC1CC[C@]2(C)C3CCC4[C@]5(O)CC(O)[C@]6(O)C(CN7CC(C)CCC7[C@]6(C)O)[C@]5(O)C[C@@]42O[C@]13O (some centres not stated)	23.3%
Nc1ccc(CCN2CCN(c3cccc(C(F)(F)F)c3)CC2)cc1	0.5%
Cc1nn(Cc2ccccc2Cl)c(Cl)c1C(=O)OC(C(=O)NC(N)=O)C(C)C (configuration not stated)	-0.8%
NP(=O)(Oc1ccc(Cl)cc1)Oc1ccc(Cl)cc1	-5.1%
(further entries)
SMILES	ERK EGF inh
O=C1C=C2C=CC3C[C@@]2(O1)C1CCCCN31 (some centres not stated)	2.0%
COC(=O)NC(=S)Nc1ccccc1NC(=S)NC(=O)OC	16.7%
COc1cccc(-n2c(/C=C/c3ccc(O)c(O)c3)nc3ccccc3c2=O)c1	-1.1%
Clc1ccc(C2=CCC[C@H]3CC[C@@H]2N3)cn1	4.1%
CN(C)C(=O)Oc1ccc([N+](=O)[O-])cc1	14.8%
C=CCn1c(O)c(C(C)=O)c(=O)[nH]c1=O (tested in a mixture with another compound)	-11.9%[57.5 µM]
CC1=NN(Cc2c[nH]c3ccccc23)C(C)(C)C1	-5.5%
CCOP(=O)(OCC)c1cc(CC)ccc1O	-10.0%[57.5 µM]
Cc1nc2c(c(=O)[nH]1)C(c1ccc([N+](=O)[O-])cc1)c1c(c3ccccc3oc1=O)O2 (configuration not stated)	-2.7%[57.5 µM]
CC1=CC(=C2C(=O)NC(=S)NC2=O)C=C(C(F)(F)F)N1Cc1ccccc1	?
CC(Cc1cccs1)NCc1ccccc1 (configuration not stated)	0.9%
O=C(Nc1ccccc1)OC1CN=C(N[N+](=O)[O-])NC1 (configuration not stated)	1.0%
Cc1cccc(N2C(=O)NC(=O)/C(=C\c3cc(C)n(-c4sc5c(c4C#N)CCCC5)c3C)C2=O)c1C	-6.0%
CCOC(=O)C1=C(N)OC2=C(C(=O)CCC2)[C@]12C(=O)N(CC(N)=O)c1ccccc12	-3.8%[57.5 µM]
C[C@@]12CCC(OS(=O)(=O)O)C[C@@H]1CCC1C2CC[C@]2(C)C(=O)CCC12 (some centres not stated)	?
O=c1c2ccccc2[se]n1-c1ccccc1	17.4%[57.5 µM]

A different layout for part of the listing above.
| SMILES | ERK EGF inh |
| --- | --- |
| C[C@@]12CCC(OS(=O)(=O)O)C[C@@H]1CCC1C2CC[C@]2(C)C(=O)CCC12 (some centres not stated) | ? |
| O=c1c2ccccc2[se]n1-c1ccccc1 | 17.4%[57.5 µM] |

Reprinted at random: two records from the list, in no set order.
SMILES	ERK EGF inh
C=CCn1c(O)c(C(C)=O)c(=O)[nH]c1=O (tested in a mixture with another compound)	-11.9%[57.5 µM]
C[C@@]12CCC(OS(=O)(=O)O)C[C@@H]1CCC1C2CC[C@]2(C)C(=O)CCC12 (some centres not stated)	?
